Screens from PubChem BioAssay.
VIM-2 inh: blocks Pseudomonas aeruginosa VIM-2 metallo-beta-lactamase | inhibition, % at 5.6 µM | purified VIM-2, nitrocefin hydrolysis, epi-absorbance fluorescence | 0.89% of 290,000 active;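 active means inhibition above the mean of all tested compounds plus 3 SD, cutoff set per screening run, cut at about 7.5% in these data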;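 further: red hydrolysis product quenches plate fluorescence so inhibitors raise well fluorescence; 0% = enzyme with DMSO and 100% = DMSO without enzyme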
IMP-1 inhibitor: inhibitors of Pseudomonas aeruginosa IMP-1 metallo-beta-lactamase | purified IMP-1, nitrocefin hydrolysis, epi-absorbance fluorescence | inhibition, % at 5.6 µM | 0.45% of 290,000 active;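 active means inhibition above the mean plus 3 SD of all compounds in the same screening run, cut at about 4.5% in these data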;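 further: 0% = IMP-1 with DMSO and 100% = DMSO wells lacking enzyme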
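Assay system: purified recombinant IMP-1 beta-lactamase. Input: IMP-1 0.2 nM before substrate addition. Buffer or medium: Zinc- and detergent-supplemented HEPES buffer, pH 7.1. Schedule: 25 °C, 15 min preincubation, 25 min reaction. Signal: Epi-absorbance fluorescence, 480 nm excitation, 530 nm emission. Evaluation: percent inhibition from optical density relative to buffer-blank wells.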
PHOSPHO1 inh: PHOSPHO1 (human) inhibition; inhibition, % at 13.3 µM; 1.1% of 290,000 active; Q8TCT1; recombinant PHOSPHO1, absorbance phosphatase assay; in the data active means inhibition above about 60%
Target sequence (Q8TCT1 whole entry, looked up): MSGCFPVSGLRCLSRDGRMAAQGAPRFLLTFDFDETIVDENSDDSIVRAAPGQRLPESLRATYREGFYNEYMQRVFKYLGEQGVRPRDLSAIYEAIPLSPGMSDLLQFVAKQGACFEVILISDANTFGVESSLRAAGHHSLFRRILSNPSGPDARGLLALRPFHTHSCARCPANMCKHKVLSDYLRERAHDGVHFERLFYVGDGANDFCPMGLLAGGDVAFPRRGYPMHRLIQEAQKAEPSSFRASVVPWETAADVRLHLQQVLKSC
M18AAP inhibitor: PfM18AAP enzyme inhibition | recombinant PfM18AAP, H-Glu-NHMec fluorogenic cleavage | 1.2% of 290,000 active | inhibition, % at 7.35 µM | AID 1822;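 active means inhibition above the campaign mean inhibition over all tested compounds plus 3 SD, cut at about 28% in these data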;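 further: 0% = plate median of test compound wells and 100% = 2 mM ZnCl2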
NALP1 inh: blocks the NALP1 inflammasome reconstituted in yeast; S. cerevisiae NALP1/ASC/caspase-1 growth, X-gal OD620, 72 h; 0.61% of 280,000 active; inhibition, % at 10 µM; in the data active means inhibition mostly above about 24%, no sharp cut-off; inactive means mostly below about 32%; further: some compounds called inactive have numbers as strong as hits
pCIP destab: lowers stability of the mouse p/CIP coactivator protein. Q05BA5. F442A p/CIP-EGFP cells, EGFP fluorescence, 16 h. decrease of EGFP signal, % at 10 µM. 0.01% of 290,000 active. AID 1984;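 active means EGFP signal decrease of at least 30% at 10 µM or well 3 SD below plate mean, unless failing retest; inactive means the rest, including hits failing retest or dose response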; further: some compounds called inactive have numbers as strong as hits; many of its hits are not listed in these tables
IDE inh: inhibitors of human insulin-degrading enzyme in cells | 0.41% of 320,000 active | HEK cells, FAbetaB cleavage, fluorescence polarization | AID 434962 | P14735 | inhibition, % at 5.59 µM;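 active means percent inhibition above the average of all tested compounds plus 3 SD, set per screening campaign, cut at about 16% in these data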;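 further: IDE supplied by intact live HEK cells; FP after avidin binding of uncleaved biotin substrate so inhibition keeps polarization high; 0% = DMSO wells and 100% = 60 µM reference IDE inhibitor Ii1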
IDE act: activators of human insulin-degrading enzyme in cells; P14735; HEK cells, FAbeta-B cleavage, fluorescence polarization; 0% vehicle, 100% cell-free pure enzyme wells; activation, % at 5.96 µM; 0.073% of 340,000 active; AID 493087;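 active means activation above the mean of all tested compounds plus 3 SD, set per screening campaign, cut at about 17% in these data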
GPR7 antag: blocks human GPR7 receptor signaling | GPR7-expressing cells, fluorescence antagonist assay | AID 1861 | inhibition, % at 4.4 µM | 1.1% of 290,000 active; in the data active means inhibition above about 16%, passing the limit was not always enough;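 further: cells stimulated with the agonist NPW; 0% = agonist with vehicle and 100% = vehicle without agonist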
Target sequence (P48145 whole entry, looked up): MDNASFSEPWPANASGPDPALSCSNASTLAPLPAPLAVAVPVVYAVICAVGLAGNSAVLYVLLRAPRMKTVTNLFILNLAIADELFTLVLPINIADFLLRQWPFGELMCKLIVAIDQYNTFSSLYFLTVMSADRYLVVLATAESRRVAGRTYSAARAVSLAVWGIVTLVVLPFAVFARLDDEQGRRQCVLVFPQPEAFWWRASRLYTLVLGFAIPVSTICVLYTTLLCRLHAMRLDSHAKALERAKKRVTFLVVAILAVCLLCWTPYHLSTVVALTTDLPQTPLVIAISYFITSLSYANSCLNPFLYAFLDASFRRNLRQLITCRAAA
Numbers without * were called inactive; · = no result given.

SMILES	VIM-2 inh	IMP-1 inhibitor	PHOSPHO1 inh	M18AAP inhibitor	NALP1 inh	pCIP destab	IDE inh	IDE act	GPR7 antag
Cc1ccc(C(=O)Cn2c(C(=O)O)cc3ccccc32)cc1	-0.6	-2.3	27	-4	5	2	0	8	-15
CON(c1nc(Cl)nc(N(C)C)n1)S(=O)(=O)c1ccccc1Cl	-4.6	-2.3	-5	5	3	-8	-1	2	-16
CCCCCOC(=O)Cn1c(=O)oc2ccc(C)cc21	-1.3	-3.7	-5	2	29	-1	2	3	-8
COc1cccc(NC(=O)Cc2nnc(SCCOc3ccccc3)n2C)c1	-2.0	-1.0	1	-1	6	3	-4	11	-6
CCc1nc2ccc(C(=O)NCCc3ccccc3OC)cc2nc1CC	-2.2	-0.6	18	-10	9	-1	-4	1	6
Cn1c2c(c(=O)c3ccccc31)CCCC2	1.4	-2.8	27	4	5	-2	1	3	-13
O=C(CSc1nnc(CNc2ccc(F)cc2)n1CC1CCCO1)N1CCOCC1 (configuration not stated)	-3.3	-0.5	-22	0	11	0	·	3	8
CCCCN(C)C(=O)c1nc2ccccn2c1CN1CCN(c2ncccn2)CC1	-3.6	-3.0	-19	7	1	-3	5	1	-12
NC1=NC(=O)C2(COC(c3ccccc3Cl)OC2)S1 (configuration not stated)	-0.1	-2.4	-6	-10	8	-1	10	3	-13
N=c1oc2cc(O)ccc2cc1C(=O)Nc1ccccn1	0.7	-2.1	17	5	7	-7	0	·	-4
COc1cc(C(=O)NCc2nnc(SCC(=O)c3ccc(Cl)cc3)o2)cc(OC)c1OC	-3.4	-2.2	44	3	-13	-3	-3	3	-10
c1ccc(-n2nnnc2OCCOc2nnnn2-c2ccccc2)cc1	-1.9	-3.0	-7	-4	-9	0	-2	5	0
CC(C)c1ccc(NC(=O)C2CCN(S(=O)(=O)c3ccc4c(c3)NC(=O)CO4)CC2)cc1	-0.7	-1.2	6	3	-4	0	2	-1	-7
CC1(C)SCC2C(=O)N3C(CSC3(C)C)C(=O)N21 (configuration not stated)	-3.0	-1.7	-9	3	4	-13	6	3	-6
CSc1nc(C)c(CCOC(=O)c2cccc(Cl)c2)c(=O)[nH]1	1.2	-0.1	7	-4	12	-2	-3	5	8
CC(=O)Nc1ccc(NC(=O)c2ccccc2S(=O)(=O)c2ccc([N+](=O)[O-])cc2)cc1	-2.8	-1.5	50	2	10	-13	-1	0	-7
Cc1ccc(CSc2nnc(-c3cccs3)n2C)cc1	-5.7	2.5	-3	4	-12	-6	3	-1	5
O=c1c2ccccc2nc(-c2cccs2)n1-c1cccc2ccccc12	-0.6	-1.1	0	-2	24	0	8	7	-1
C=CCOn1c(=O)c(-c2ccc(Br)cc2)[n+]([O-])c2ccccc21	-3.1	-3.5	23	-5	5	-8	7	4	-2
CC(=O)c1cccc(NC(=O)c2ccc(N(C)S(C)(=O)=O)cc2)c1	-1.5	-0.4	4	2	3	-3	-1	3	-13
CCn1c(CC(=O)Nc2ccccc2)nnc1SCC(=O)N1CCOCC1	-4.5	-4.1	48	-3	9	-8	4	-2	-10
Cn1nc(C(F)(F)F)c(-c2ccc(F)cc2)c1NC(=O)c1cccnc1	-3.5	-2.4	23	1	·	-7	9	·	-18
COc1cccc(-c2ccc(=O)n(CC(=O)Nc3ccc(C(=O)N4CCCC4)cc3)n2)c1	-1.3	-3.3	4	-4	-4	0	-3	-2	1
Cc1ccccc1-n1c(SCc2cc(=O)n3ccccc3n2)nc2[nH]ncc2c1=O	-2.1	-2.6	18	9	-20	-15	9	-12	-7

A draw from above in order of SMILES length, low to high.
SMILES	VIM-2 inh	IMP-1 inhibitor	PHOSPHO1 inh	M18AAP inhibitor	NALP1 inh	pCIP destab	IDE inh	IDE act	GPR7 antag
CC1(C)SCC2C(=O)N3C(CSC3(C)C)C(=O)N21 (configuration not stated)	-3.0	-1.7	-9	3	4	-13	6	3	-6
O=c1c2ccccc2nc(-c2cccs2)n1-c1cccc2ccccc12	-0.6	-1.1	0	-2	24	0	8	7	-1
C=CCOn1c(=O)c(-c2ccc(Br)cc2)[n+]([O-])c2ccccc21	-3.1	-3.5	23	-5	5	-8	7	4	-2

(more compounds)
SMILES	VIM-2 inh	IMP-1 inhibitor	PHOSPHO1 inh	M18AAP inhibitor	NALP1 inh	pCIP destab	IDE inh	IDE act	GPR7 antag
COC(=O)c1ccc(/C=C(\C#N)c2nc3ccccc3s2)cc1	-1.2	0.7	38	-1	-6	-31	32*	6	-4
Cc1[nH]n(-c2ccc([N+](=O)[O-])cc2)c(=O)c1C=NCCc1c(C)[nH]c2ccccc12	-0.7	-2.8	8	-5	10	-5	1	9	-2
CCCn1cnnc1CNC(=O)C1CCC(=O)N(CCCc2ccccc2)C1 (configuration not stated)	-0.9	-4.5	24	-5	8	16	6	-3	-21
COC(=O)CN1C(=O)CC(C)(C)S(=O)c2ccccc21 (configuration not stated)	-0.9	-1.8	2	-15	31	-2	-4	1	-9
Cc1nnc2ccc(-c3cccc(NC(=O)Cc4cccs4)c3)nn12	2.5	0.4	-14	11	5	6	1	5	-8
CCOc1ccccc1NC(=O)CN1C(=O)COc2ccccc21	-1.7	-0.9	19	5	15	-6	5	-1	-1
CCC(=O)c1ccc(O)cc1	-1.6	-0.7	6	3	13	3	-3	1	-21
C/C(=N\NC(=O)c1ccc(C)cc1C)c1ccc(-n2ccnc2)cc1	-1.3	-2.6	4	-1	1	-7	-2	4	-4
Cc1ccc(NC(=O)CCNC(=O)c2ccccc2Cl)nc1	-2.6	-0.7	26	9	-9	-20	·	-1	-7
COc1ccc(CCNCC(=O)Nc2ccc(OC(F)F)cc2)cc1	-1.5	-1.5	36	2	6	15	2	0	-2
N/C(=N\OC(=O)CCc1ccccc1)c1ccc(Br)cc1	0.6	0.2	24	3	-2	-12	-1	4	6
CN1CCN(Cc2nc(-c3cccs3)no2)CC1c1ccccc1 (configuration not stated)	1.9	-0.3	1	-2	10	10	-1	-3	-4
Cc1ccc(C)c(OCCn2cc(/C=C(\C#N)C(=O)NCc3ccco3)c3ccccc32)c1	-2.4	-0.1	-7	2	26	0	-3	-3	-7
CCC(C)c1c(O)nc(SCC(=O)c2ccccc2)[nH]c1=O (configuration not stated)	-1.4	4.7*	-5	3	-15	-7	1	-1	-8
Cc1ccc(SCC(=O)N2CC(C)OC(C)C2)cc1 (configuration not stated)	-1.6	-2.0	6	2	-1	6	-6	3	7
CSc1ccc(Cn2nnc(C(=O)NCc3ccccc3)c2N)cc1	-3.1	-0.7	10	-1	32	4	5	-4	37*
Cc1ccc(C)c(N2CC(C(=O)O)CC2=O)c1 (configuration not stated)	-4.3	-1.3	22	-3	10	-9	1	6	-3
CCOC(=O)CSc1nc2c(sc(=S)n2-c2ccccc2)c(=O)n1-c1ccc(OC)cc1OC	-3.5	-1.3	13	30*	-12	-2	8	1	12
Cc1ccc(C)c(C(=O)CSc2nc3ccccc3c(=O)[nH]2)c1	-2.2	-3.7	28	6	1	-6	1	2	-15
CCCOc1ccc(/C=N/Nc2ccc(C(=O)O)cc2)c(OCCC)c1	-3.2	-3.5	-85	2	-14	4	·	1	-18
CCN(CC(=O)N1CCOCC1)S(=O)(=O)c1ccc(C)cc1	3.5	-1.1	27	13	2	-4	7	3	0
O=C(N/N=C/C=C/c1ccco1)c1ccncc1	-3.4	-1.8	-8	8	11	0	0	-3	0
C/C(Cn1nnc2ccccc21)=N\NC(=O)c1cccc(Br)c1	-5.9	-4.4	16	7	14	11	-5	4	-7
Cc1ccc(N(CC(=O)N/N=C/c2cccs2)S(C)(=O)=O)cc1Cl	0.6	-2.7	12	-17	1	-15	8	6	0
COc1ccc(CN2CCNC(=O)C2CC(=O)NCCSc2nccn2C)cc1OC (configuration not stated)	-4.6	-3.7	48	2	-4	-9	5	2	-7
COc1ccc(S(=O)(=O)N2CCCCCC2)cc1N	-4.9	-2.0	2	-4	-21	7	3	4	7
COc1ccc(-c2cc(-c3c(O)c(OC)c4occc4c3OC)[nH]n2)cc1OC	-4.5	-4.1	-44	-8	-2	2	-9	3	-13
COc1ccc(/C=N/OC(=O)Nc2ccccc2OC)cc1	-1.5	-2.8	-10	5	-24	4	-1	3	9
Cn1nc(C(C)(C)C)cc1C(=O)O	-1.0	-0.3	41	-4	4	-5	-6	2	-6
Cc1cc(C(=O)COc2cccnc2[N+](=O)[O-])c(C)n1-c1ccccc1F	-3.2	-2.8	15	15	·	-24	5	-2	-10
O=C(Cn1cnc2c(nnn2Cc2ccccc2)c1=O)c1ccc(Cl)cc1	-1.9	-2.9	2	15	-8	1	-3	-1	-7
CN(C)c1ccc(C(C(=O)NCc2ccccc2)N(Cc2cccnc2)C(=O)c2snc(C(N)=O)c2N)cc1 (configuration not stated)	-1.1	-3.8	27	3	8	3	·	-1	-9

In another format: entries from further up
VIM-2 inh | IMP-1 inhibitor | PHOSPHO1 inh | M18AAP inhibitor | NALP1 inh | pCIP destab | IDE inh | IDE act | GPR7 antag | Molecule
3.5 | -1.1 | 27 | 13 | 2 | -4 | 7 | 3 | 0 | CCN(CC(=O)N1CCOCC1)S(=O)(=O)c1ccc(C)cc1
-3.4 | -1.8 | -8 | 8 | 11 | 0 | 0 | -3 | 0 | O=C(N/N=C/C=C/c1ccco1)c1ccncc1
-5.9 | -4.4 | 16 | 7 | 14 | 11 | -5 | 4 | -7 | C/C(Cn1nnc2ccccc21)=N\NC(=O)c1cccc(Br)c1
0.6 | -2.7 | 12 | -17 | 1 | -15 | 8 | 6 | 0 | Cc1ccc(N(CC(=O)N/N=C/c2cccs2)S(C)(=O)=O)cc1Cl
-4.6 | -3.7 | 48 | 2 | -4 | -9 | 5 | 2 | -7 | COc1ccc(CN2CCNC(=O)C2CC(=O)NCCSc2nccn2C)cc1OC (configuration not stated)
-4.9 | -2.0 | 2 | -4 | -21 | 7 | 3 | 4 | 7 | COc1ccc(S(=O)(=O)N2CCCCCC2)cc1N
-4.5 | -4.1 | -44 | -8 | -2 | 2 | -9 | 3 | -13 | COc1ccc(-c2cc(-c3c(O)c(OC)c4occc4c3OC)[nH]n2)cc1OC
-1.5 | -2.8 | -10 | 5 | -24 | 4 | -1 | 3 | 9 | COc1ccc(/C=N/OC(=O)Nc2ccccc2OC)cc1
-1.0 | -0.3 | 41 | -4 | 4 | -5 | -6 | 2 | -6 | Cn1nc(C(C)(C)C)cc1C(=O)O
-3.2 | -2.8 | 15 | 15 | · | -24 | 5 | -2 | -10 | Cc1cc(C(=O)COc2cccnc2[N+](=O)[O-])c(C)n1-c1ccccc1F
-1.9 | -2.9 | 2 | 15 | -8 | 1 | -3 | -1 | -7 | O=C(Cn1cnc2c(nnn2Cc2ccccc2)c1=O)c1ccc(Cl)cc1
-1.1 | -3.8 | 27 | 3 | 8 | 3 | · | -1 | -9 | CN(C)c1ccc(C(C(=O)NCc2ccccc2)N(Cc2cccnc2)C(=O)c2snc(C(N)=O)c2N)cc1 (configuration not stated)
